Rac1 act GTP bind = GTP binding modulators of activated mutant Rac1, primary screen, biochemical, bead-based flow cytometry, multiplex, fluorescent GTP; Ras-related C3 botulinum toxin substrate 1 (Homo sapiens), P63000; GST-Rac1 activated beads; actives lie on both sides; 100% means binding = to untreated wells; percent activity (GTP binding), % at 10 µM; 0.11% of 190,000 active; AID 764, 2007;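 active means GTP binding at least 20 percentage points away from the 100% baseline, in either direction, so actives lie on both sides; inconclusive means Compound likely fluorescent itself, or too few beads counted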
Avidin bead fluor = green autofluorescence of compounds with avidin beads – biophysical, 488/530 nm, flow cytometry, artefact control, profiling panel; compound fluorescence 488/530 nm; hits give high values; fluorescence (KMESF) at 10 µM; 0.38% of 220,000 active; in the data active means fluorescence above about 47; further: inactives centre near 10
Rab7 wt modul = modulators of GTP binding to Rab7, primary screen, biochemical, wildtype, multiplex bead flow cytometry; Rab7 GTPase wild type (dog), Bodipy-FL-GTP binding; GST-Rab7 beads, fluorescent GTP binding; actives lie on both sides; untreated = 100%, excess cold GTP = 0%; GTP binding activity (percent of control), % at 10 µM; 0.055% of 190,000 active; AID 758, 2007;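 active means fluorescent GTP binding to Rab7 beads changed by at least 20 points from the 100% baseline, either direction, mostly lower; inconclusive means compound itself probably fluorescent, or too few beads counted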;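 further: median green fluorescence of bound Bodipy-FL-GTP per Rab7 bead population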
ABCB1 block = ABCB1 efflux pump inhibitors, primary screen, cell-based, multiplex, flow cytometry, ABCG2 counter-screen; ATP-dependent translocase ABCB1 (Homo sapiens), P08183; CCRF-Adr cells, JC-1 efflux; inhibition, % at 6.6 µM; 0.067% of 190,000 active; AID 1326, 2008; in the data active means inhibition above about 40%;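 further: 0% = vehicle and 100% = reference inhibitor; higher value means more JC-1 retained so stronger ABCB1 efflux block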
Target sequence (P08183 whole entry, looked up): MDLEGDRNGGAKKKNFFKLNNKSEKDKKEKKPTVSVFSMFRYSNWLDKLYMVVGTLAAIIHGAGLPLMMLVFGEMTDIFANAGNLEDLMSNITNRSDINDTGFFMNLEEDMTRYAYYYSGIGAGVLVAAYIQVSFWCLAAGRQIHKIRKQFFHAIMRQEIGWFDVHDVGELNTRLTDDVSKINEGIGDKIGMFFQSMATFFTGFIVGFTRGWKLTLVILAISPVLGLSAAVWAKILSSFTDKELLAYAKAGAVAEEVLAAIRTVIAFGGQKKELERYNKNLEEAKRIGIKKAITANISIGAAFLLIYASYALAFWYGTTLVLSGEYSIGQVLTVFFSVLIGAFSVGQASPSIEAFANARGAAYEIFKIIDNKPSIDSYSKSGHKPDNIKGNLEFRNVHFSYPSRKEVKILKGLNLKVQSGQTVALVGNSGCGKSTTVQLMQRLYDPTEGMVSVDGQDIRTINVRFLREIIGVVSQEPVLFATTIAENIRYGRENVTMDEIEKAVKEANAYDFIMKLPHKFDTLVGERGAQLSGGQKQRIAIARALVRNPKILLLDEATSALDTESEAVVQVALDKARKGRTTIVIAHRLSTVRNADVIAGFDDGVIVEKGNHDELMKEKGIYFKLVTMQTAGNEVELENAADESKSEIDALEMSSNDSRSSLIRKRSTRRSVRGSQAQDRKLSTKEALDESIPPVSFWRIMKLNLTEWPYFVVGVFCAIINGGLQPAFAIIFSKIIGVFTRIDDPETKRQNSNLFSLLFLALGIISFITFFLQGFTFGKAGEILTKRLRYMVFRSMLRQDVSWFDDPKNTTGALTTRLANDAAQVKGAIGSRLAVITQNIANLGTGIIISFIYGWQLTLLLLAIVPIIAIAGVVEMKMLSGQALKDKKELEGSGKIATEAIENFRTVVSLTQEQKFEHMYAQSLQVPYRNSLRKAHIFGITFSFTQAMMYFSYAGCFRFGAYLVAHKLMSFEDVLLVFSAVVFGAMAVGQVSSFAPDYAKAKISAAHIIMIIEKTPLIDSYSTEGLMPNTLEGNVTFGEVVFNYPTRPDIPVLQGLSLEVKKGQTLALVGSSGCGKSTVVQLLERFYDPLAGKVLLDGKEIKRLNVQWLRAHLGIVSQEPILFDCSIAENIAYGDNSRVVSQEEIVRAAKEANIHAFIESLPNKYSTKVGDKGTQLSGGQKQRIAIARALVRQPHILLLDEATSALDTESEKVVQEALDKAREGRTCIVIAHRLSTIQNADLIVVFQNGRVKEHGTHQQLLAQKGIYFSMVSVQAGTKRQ
Mcl1-Noxa inh = Mcl-1/Noxa binding inhibitors, primary screen, biochemical, TR-FRET, 1536-well. TR-FRET Mcl-1/Noxa peptide binding, 2 h. inhibition, % at 21.7 µM. Induced myeloid leukemia cell differentiation protein Mcl-1 (Homo sapiens), Q07820. 1.5% of 220,000 active;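 active means compounds that cut the protein-peptide binding signal by more than 50% relative to plate controls in a single-dose test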;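 further: His-tagged Mcl-1 with rhodamine Noxa BH3 peptide and terbium anti-His antibody; 0% = Mcl-1 plus Noxa peptide wells and 100% = peptide-only wells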
Rac1 wt GTP bind = wildtype Rac1 GTP binding modulators, primary screen, biochemical, GST-Rac1 beads, flow cytometry, multiplex. fluorescent GTP binding; actives lie on both sides; 0 = cold GTP competed, 100 = untreated. 0.27% of 190,000 active. AID 757, 2007. Ras-related C3 botulinum toxin substrate 1 (Homo sapiens), P63000. GTP binding activity (% of control), % at 10 µM;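 active means GTP binding activity at least 20 points away from the 100% control level, either lower or higher; inconclusive means compound flagged as likely green fluorescent, judged across all proteins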
ABCG2 inh = ABCG2 efflux pump inhibitors, primary screen, multiplex with ABCB1, IgMXP3 cells, flow cytometry. 0.1% of 190,000 active. JC-1 efflux. inhibition, % at 6.6 µM. Broad substrate specificity ATP-binding cassette transporter ABCG2 (Homo sapiens), Q9UNQ0;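 active means inhibition above 80%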;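 further: 0% = DMSO and 100% = nicardipine control wells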
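Test system: IgMXP3 (ABCG2) plus far-red-tagged CCRF-Adr (ABCB1) cells / Amount: 3 million cells/mL in well / Reagent: JC-1 transporter substrate / Timing: 10 min compound exposure, 25 °C / Signal: flow cytometry, 530 nm JC-1 signal / Read-out: percent efflux inhibition, scaled nicardipine 100% to DMSO 0% / Benchmarks: nicardipine as high control, DMSO as low control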
Cdc42 wt GTP = modulators of GTP binding to wildtype Cdc42, primary screen, biochemical, multiplex bead flow cytometry, Bodipy-GTP | 0.2% of 190,000 active | percent activity (GTP binding), % at 10 µM | GST-Cdc42 beads; actives lie on both sides;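 active means percent activity GTP binding at least 20 points away from the 100% baseline, either down as inhibitor or up as activator; inconclusive means compound flagged as likely green fluorescent from well-wide comparison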;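 further: median bead fluorescence of bound Bodipy-FL-GTP at 100 nM; 0% = excess unlabeled GTP control and 100% = no compound control; below 100% means less GTP binding so inhibitor and above means activator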
Rab2 wt GTP = modulators of GTP binding to Rab2A wildtype, primary screen, biochemical, dog, bead-based flow cytometry, multiplex | GST-Rab2 wt beads, Bodipy-GTP binding | GTP binding activity, % at 10 µM | 0.19% of 190,000 active;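 active means GTP binding activity at least 20 points away from 100%, either lowered or raised; inconclusive means signal likely due to the compound's own green fluorescence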;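 further: 0% = beads with excess unlabeled GTP and 100% = no-compound control corrected for plate trend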
HRas wt GTP = modulators of GTP binding to HRas wildtype, primary screen, biochemical, bead-based flow cytometry, multiplex | GTPase HRas (Homo sapiens), P01112 | GST-Ras wt beads, Bodipy-FL-GTP binding; actives lie on both sides | GTP binding activity, % at 10 µM | 0.14% of 190,000 active | AID 759, 2007;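 active means GTP binding activity at least 20% away from the 100% baseline, either lowered as inhibitor or raised as activator; inconclusive means flagged as likely green fluorescent, judged across all proteins in the well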;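 further: 0% = unlabeled GTP competition control and 100% = no-compound control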
Pf gamet viab = late stage P. falciparum gametocyte viability inhibitors, primary screen, ATP luminescence, HTS; P. falciparum stage V gametocytes, 24 h; inhibition, % at 10.9 µM; 0.065% of 150,000 active; AID 743093, 2013;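 active means inhibition above the mean plus 3 SD of compounds within the control limits, set per campaign, cut at about 38% in these data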;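 further: 0% = DMSO wells and 100% = medium only without gametocytes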
Active calls of the source: *; u = inconclusive; x = not tested or not shown.

structure,Rac1 act GTP bind,Avidin bead fluor,Rab7 wt modul,ABCB1 block,Mcl1-Noxa inh,Rac1 wt GTP bind,ABCG2 inh,Cdc42 wt GTP,Rab2 wt GTP,HRas wt GTP,Pf gamet viab
COc1ccc2c(Cl)c(-c3nnc4n3CCCCC4)sc2c1,98,8,98,0.7,-11,104,2,101,99,101,x
Cc1ccc(S(=O)(=O)N2CCOCC2)cc1NC(=O)COc1ncnc2ccccc12,100,3,102,-0.4,5,107,-2,102,100,103,-20
O=C1C(=Cc2cccn2-c2ccccc2)C(=O)c2ccccc21,98,4,100,0.2,102*,100,3,98,97,98,-12
CCCCc1c(C)nc2ccc(C(=O)OCC)cc2c1Cl,99,10,99,0.5,-1,102,1,101,101,100,21
CCCCc1ccc(NC(=S)NN2CCOCC2)cc1,101,23,100,0.2,5,103,0,100,100,101,x
O=C(NCCN1CCN(C(=O)c2cc3ccccc3oc2=O)CC1)c1cc2ccccc2oc1=O,u,35,u,0.4,13,u,1,u,u,u,x
Cc1noc(NS(=O)(=O)c2ccc(NC(=O)CSc3ncccn3)cc2)c1C,100,7,101,-2.6,11,107,-3,104,101,101,x
CCOC(=O)c1oc2ccc(S(=O)(=O)N3CCOCC3)cc2c1C,98,14,100,1.5,13,103,15,102,99,102,x
CC1CC(C)CN(C(=O)CSc2nnc(-c3ccc(F)cc3)o2)C1 (centres undefined),100,5,100,0.3,5,105,1,102,102,100,x
CCOC(=O)N1CCC(N2CCCC(CO)(Cc3cccc(Cl)c3)C2)CC1 (centres undefined),100,1,107,0.7,5,102,3,100,103,102,0
CCCC(=O)Nc1sc(C)c(C)c1C#N,94,10,93,0.2,-1,96,2,92,95,94,-6
O=C(NCc1ccc2c(c1)OCO2)C1CC(=O)N(C2CCCCCC2)C1 (centres undefined),98,8,95,0.9,22,98,4,98,99,98,1
Cn1nnc(NC(=S)NC(=O)c2ccc(-c3ccc(Br)cc3)o2)n1,87,10,96,-0.2,22,76*,0,81,86,87,-19
COc1cc(C(=O)NCc2cn3ccccc3n2)cc(OC)c1OC,95,20,97,0.3,5,98,0,95,98,98,-2
COc1ccc(/C=N/NC(=O)C(=O)NCc2cccnc2)cc1,101,6,94,0.7,6,98,3,103,100,97,x
CCCOC(=O)c1c(NC(=O)C2CCCO2)sc(C(=O)OC)c1C (centres undefined),95,0,100,1.7,-5,103,3,94,94,99,-12
CC(=C/c1ccccc1)/C=N/NC(=O)c1ccc2nc[nH]c2c1,100,17,104,0.6,8,104,8,104,101,103,x
O=C1C2C3C=CC(CC3)C2C(=O)N1c1ccccc1[N+](=O)[O-] (centres undefined),102,13,105,0.3,30,105,4,106,103,105,x
CC1CN(S(=O)(=O)c2cccc(C(=O)OC/C(O)=C(\C#N)c3nc4ccccc4[nH]3)c2)CC(C)O1 (centres undefined),96,3,95,-3.6,6,99,-11,99,95,98,16
Fc1ccc(-c2nnc(SCc3cccnc3)o2)cc1,96,11,105,-0.1,-2,100,3,98,101,100,26
CCCCOc1ccc(C(=O)CCN2CCCCC2)cc1,98,7,103,0.7,16,103,1,100,101,104,x
COc1ccc(NC(=O)COC(=O)CNC(=O)C2CCCCC2)cc1,u,27,u,0.4,-1,u,1,u,u,u,x
Oc1ccc(C=Nc2ccccc2-c2nc3ccccc3[nH]2)c(O)c1,97,9,97,0.5,34,99,37,97,93,97,21
OC1(c2ccc(Cl)cc2)CCN(Cc2nc(-c3cnccn3)no2)CC1,95,6,96,0.7,23,100,11,95,95,96,-23
Nc1c(Br)cc2oc(-c3ccccc3)nc2c1Br,100,15,97,0.2,17,97,16,98,99,97,-10
CCOC(=O)Cn1c(=O)c2c(nc(N3CCOCC3)n2C)n(C)c1=O,101,6,103,0.2,-5,102,1,103,101,102,x
CCOc1ccccc1NC(=O)c1cc(-c2ccncc2)nc2c(Cl)cccc12,91,9,99,4.1,16,82,22,85,88,87,11
C=CCOc1c(CNc2ccc3[nH]c(=O)[nH]c3c2)cccc1OC,95,27,98,0.5,18,98,2,95,97,96,11
COc1ccccc1OCc1n[nH]c(=S)n1Cc1ccccc1,90,8,99,-0.7,15,95,-2,94,96,94,-8
CCOC(=O)c1c(C)nc2ccccn12,103,22,102,0.0,3,111,15,109,107,105,-18
Nc1nnc(SCC(=O)NC23CC4CC(CC(C4)C2)C3)s1,97,22,103,0.0,28,105,0,100,99,101,6
COc1ccc2[nH]c(=O)c(CN(C(=O)c3ccccn3)c3ccccc3)cc2c1,97,8,97,0.2,-5,100,1,102,101,102,-18
C=CCN1C(=O)/C(=C2/Sc3ccccc3N2C)SC1=Nc1c(C)n[nH]c1C,97,5,96,0.5,18,98,6,95,97,95,x
CC1(CC(=O)NNC(=O)Nc2ccccc2)OCCCO1,96,10,97,0.3,-1,98,4,97,98,96,2
CCCc1cc(C(N)=O)c(NC(=O)c2cc(C)on2)s1,100,8,100,4.1,40,101,36,99,97,99,x
O=S(=O)(NCC(c1ccco1)N1CCN(c2ccccc2F)CC1)c1ccc(F)cc1 (centres undefined),104,1,100,12,19,107,17,102,101,101,13
O=C(Nc1ccccc1Sc1ccccc1)c1ccc(F)cc1,98,17,98,0.7,-15,101,6,101,96,99,3
CC(C)(C)c1nnc(N/N=C/c2ccccc2O)n(N)c1=O,101,8,101,-0.2,-37,106,-2,103,103,101,x
CCn1c(C(c2ccccc2)c2ccccc2)n[nH]c1=S,99,18,101,0.0,5,104,0,102,100,104,5
O=C1CC(c2ccccc2)C(C(=O)O)N1 (centres undefined),98,7,100,0.4,10,103,0,100,101,99,x
COc1cc(NC(=O)c2ccccc2[N+](=O)[O-])c(C(=O)O)cc1OC,93,6,102,-0.1,18,98,2,96,97,97,-8
COc1cc(NC(=S)NCC2CCCO2)c(OC)cc1Cl (centres undefined),u,11,u,1.7,18,u,48,u,u,u,-5
O=S(=O)(c1ccc2c(c1)OCCO2)N1CCc2ccccc21,97,11,97,0.7,20,102,8,99,99,98,x
O=C(Cn1ccc2ccccc2c1=O)NCC1COc2ccccc2O1 (centres undefined),95,7,96,0.1,-23,98,0,97,97,98,x
COc1cc(C2C(C(=O)c3ccc(C)o3)=C(O)C(=O)N2c2cc(C)on2)ccc1O (centres undefined),99,24,103,1.1,1,103,15,102,99,98,x
CCOC(=O)C(C(=O)OCC)[C@@H]1CS(=O)(=O)C[C@H]1C(C(=O)OCC)C(=O)OCC,99,11,99,0.5,-6,106,1,106,101,103,-3
CCOC(=O)C1=C(O)/C(=C/N(C)C)N=C1C,99,10,101,0.2,7,105,0,100,101,100,x
COC(=O)c1ccncc1N,96,9,107,0.3,-3,99,6,100,101,103,-18
CC(=O)c1cc2c(cc1NC(=O)CN1CCN(c3cccc(C(F)(F)F)c3)CC1)OCO2,98,33,98,2.6,-24,101,23,101,99,99,x
CCOc1ccccc1NC(=O)CSc1nnc(-c2cnccn2)n1CC,97,15,100,0.1,-10,99,1,101,98,97,x
O=C(O)c1cc(C(F)(F)F)nc2c(C(F)(F)F)cccc12,92,6,103,0.6,-3,96,1,94,94,96,1

Bioassay records: PubChem, several laboratories
